D2 antag: antagonists of human D2 dopamine receptor; 2% of 340,000 active; inhibition, % at 10 µM; HEK293 TREx D2 cells, calcium flux, dopamine EC80; P14416; in the data active = inhibition above about 30%; note: 0% is about no effect
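Tetracycline-induced HEK293 TREx cells expressing D2 receptor forced-coupled to calcium signalling, loaded with no-wash calcium dye. Compounds added and calcium flux read 180 s, then dopamine added at EC80 and read a further 180 s.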
TRHR PAM: allosterically enhances the human TRH receptor | TRHR cells, fluo-8 calcium fluorescence, EC20 TRH enhancement | enhancement, % at 2 µM | 0.66% of 360,000 active | AID 493056; in the data active = enhancement above about 30%; note: 0% is about no effect
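Enhancer read-out: after compound pinning and an initial kinetic agonist-mode read, an EC20 of TRH (10 nM final) was injected and fluo-8 calcium signal (Ex 480/Em 530) followed at 1 s/cycle for 100 cycles in TRHR-expressing cells.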
D2 agonist: activates the human D2 dopamine receptor | AID 485358 | activation, % at 2 µM | HEK293 T-REx D2 cells, calcium flux agonist mode | 0.53% of 340,000 active;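 active = activation over 3 SD above normal in the single-dose calcium agonist read, cut at about 30% in these data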; note: 0% is about no effect
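Calcium-flux readout, 1 cycle/sec over 180 s following compound pin transfer, in inducible HEK293 Trex D2 cells (force-coupled); dopamine controls included. Positive calcium responses during this window marked compounds as potential agonists.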
D1 agonist: agonists of human D1 dopamine receptor. HEK293 T-REx D1 cells, calcium flux, agonist mode. 1% of 360,000 active. AID 504660. P21728. activation, % at 2 µM; note: 0% is about no effect
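Agonism was scored from calcium flux recorded over 180 s (1 read/s) after pintool compound addition, following a 10-cycle baseline. Cells were inducible force-coupled HEK293 TREx D1, plated overnight at 30 C and loaded with no-wash calcium dye.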
D1 potentiator: enhances dopamine response at the human D1 receptor; P21728; HEK293 TREx D1 cells, calcium flux, dopamine EC20 potentiation; potentiation, % at 10 µM; 0.036% of 360,000 active; AID 504651; in the data active = potentiation above about 30%; note: 0% is about no effect
TRHR agonist: activates the human TRH receptor. P34981. TRHR cells, calcium flux fluo-8, FDSS agonist mode. activation, % at 2 µM. 0.18% of 360,000 active; note: 0% is about no effect
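Read-out: compound-evoked intracellular calcium rise in TRHR cells, fluo-8 dye, kinetic FDSS fluorescence at 1 s/cycle following a 10-cycle baseline. Cells cultured overnight before dye loading (30 min–1.5 h, RT).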
D2 PAM: positive allosteric modulators of human D2 dopamine receptor. 0.34% of 340,000 active. P14416. AID 485347. HEK293 T-REx D2, calcium flux, EC20 dopamine potentiation. potentiation, % at 10 µM;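 active = potentiation over 3 SD above the plate norm, cut at about 30% in these data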; note: 0% is about no effect
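Cells plated with tetracycline inducer and held overnight at 30 C; calcium dye loaded 30–90 min at room temperature; baseline taken, compound added and read 180 s; EC20 dopamine then added and read 180 s.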
D1 antag: human D1 dopamine receptor antagonism. HEK293 TREx D1 cells, calcium flux, dopamine EC80; stronger effect = lower value. activity change, negative = inhibition, % at 10 µM. P21728. AID 504652. 3.2% of 360,000 active; in the data active = activity change below about -30%; note: % is set by controls: 0 for no effect and ±100 for the full control effect
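Kinetic fluorescence of a calcium dye serves as the read-out. D1-expressing Hek293 Trex cells, induced overnight at 30 C, are exposed to compound for 180 s before an EC80 dopamine addition, then read 180 s further.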
RXFP1 antag: blocks the human relaxin receptor RXFP1 | Q9HBX9 | HEK293-RXFP1, relaxin-stimulated cAMP HTRF, 30 min; stronger effect = lower value | activity change, negative = inhibition, % at 57.5 µM | 0.59% of 350,000 active;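 active = activity change of -60% or lower, but not beyond a set lower limit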; note: % is set by controls: 0 for no effect and ±100 for the full control effect
Target sequence (Q9HBX9 whole entry, looked up): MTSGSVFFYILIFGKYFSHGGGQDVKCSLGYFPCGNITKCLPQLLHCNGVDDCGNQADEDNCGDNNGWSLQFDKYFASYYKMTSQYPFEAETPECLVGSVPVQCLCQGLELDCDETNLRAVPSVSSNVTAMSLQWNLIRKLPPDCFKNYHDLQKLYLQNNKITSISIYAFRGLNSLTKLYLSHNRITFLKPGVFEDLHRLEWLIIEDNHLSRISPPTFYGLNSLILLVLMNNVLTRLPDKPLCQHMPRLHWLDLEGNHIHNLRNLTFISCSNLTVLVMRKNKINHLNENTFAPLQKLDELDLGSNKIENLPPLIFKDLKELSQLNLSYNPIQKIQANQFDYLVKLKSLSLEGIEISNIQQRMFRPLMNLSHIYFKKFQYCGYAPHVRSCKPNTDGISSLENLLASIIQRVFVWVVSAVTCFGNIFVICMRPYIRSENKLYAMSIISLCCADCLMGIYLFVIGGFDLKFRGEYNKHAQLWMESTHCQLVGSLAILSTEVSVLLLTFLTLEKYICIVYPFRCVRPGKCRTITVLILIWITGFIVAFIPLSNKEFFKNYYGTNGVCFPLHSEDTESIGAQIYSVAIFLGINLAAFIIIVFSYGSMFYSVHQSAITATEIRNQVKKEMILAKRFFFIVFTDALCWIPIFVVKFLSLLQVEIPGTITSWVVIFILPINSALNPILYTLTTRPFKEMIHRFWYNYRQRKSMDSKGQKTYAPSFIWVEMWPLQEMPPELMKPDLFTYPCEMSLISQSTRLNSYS
* = called active by the depositor. Cut-off read from the data, not from the text of the source, unless noted: active = activation above about 30%; inactive = the rest. This is a random part of the collection; any-hit rate near 7.1%.

For O=C(NCCN1C(=O)S/C(=C\c2ccccc2Cl)C1=O)C1=COCCO1 the results were D2 antag -1, TRHR PAM 17, D2 agonist -0.6, D1 agonist 3, D1 potentiator -5, TRHR agonist -1.5, D2 PAM -12, D1 antag -12 and RXFP1 antag -21.
Screening O=S(=O)(Nc1ccc(-c2ccc(N3CCOCC3)nn2)cc1)c1ccc(Cl)c(Cl)c1 returned D2 antag 4, TRHR PAM 1, D2 agonist 0.7, D1 agonist 9, D1 potentiator 2, TRHR agonist 0.2, D2 PAM 16, D1 antag -3 and RXFP1 antag -12.
For CCN(CC)S(=O)(=O)c1ccc(C(=O)N2CCc3ccccc32)cc1 the results were D2 antag -7, TRHR PAM 5, D2 agonist 0.2, D1 agonist 7, D1 potentiator -3, TRHR agonist -0.4, D2 PAM 16, D1 antag 6 and RXFP1 antag 9.
For CCN1CCCC1CNC(=O)C(NC(=O)C1CCC(C)CC1)C(C)C (stereo not drawn) the results were D2 antag 8, TRHR PAM 0, D2 agonist -0.6, D1 agonist 1, D1 potentiator -1, TRHR agonist 0.1, D2 PAM -4, D1 antag -4 and RXFP1 antag 4.
For COC(=O)c1cc(S(=O)(=O)N2CCN(C(=O)c3ccco3)CC2)cn1C the results were D2 antag -4, TRHR PAM -5, D2 agonist -0.1, D1 agonist 0, D1 potentiator -1, TRHR agonist -0.1, D2 PAM -1, D1 antag -17 and RXFP1 antag -3.
Cc1nn(CC(=O)N2CCOCC2)c(=O)c2ccccc12 was read as D2 antag -2, TRHR PAM 8, D2 agonist -0.8, D1 agonist 1, D1 potentiator -1, TRHR agonist -0.2, D2 PAM -5, D1 antag 1 and RXFP1 antag 15.
CN(C)S(=O)(=O)c1cccc(-c2nn(-c3ccccc3)cc2/C=C2\SC(=S)N(CC(=O)O)C2=O)c1 was read as D2 antag 8, TRHR PAM -1, D2 agonist -1.0, D1 agonist 1, D1 potentiator 1, TRHR agonist -0.7, D2 PAM -4, D1 antag -12 and RXFP1 antag 8.
For O=C(OCC#CCNc1nnc(-c2cccc3ccccc23)o1)c1cccs1 the results were TRHR PAM 12, D1 agonist 3, D1 potentiator 5, TRHR agonist -0.4 and D1 antag 1.
Screening COCCn1c(=N)c(C(=O)NC(C)c2ccccc2)cc2c(=O)n3cc(C)ccc3nc21 (stereo not drawn) returned TRHR PAM 4, D2 agonist 0.0, D1 agonist 2, D1 potentiator 4, TRHR agonist 0.7, D2 PAM 5 and D1 antag -6.
`O=C1c2ccccc2NC(c2cccs2)N1O` (stereo not drawn) gave TRHR PAM -6, D1 agonist 2, D1 potentiator 2, TRHR agonist -0.5, D1 antag -21 and RXFP1 antag 13.
`CCOC(=O)N1CCN(c2ccccc2OC)CC1` gave D2 antag -11, TRHR PAM 15, D2 agonist 0.2, D1 agonist 1, D1 potentiator -1, TRHR agonist 0.1, D2 PAM 0, D1 antag 5 and RXFP1 antag 8.
`O=C(O)CCCNC(=O)c1cncc(Br)c1` gave D2 antag -5, TRHR PAM 1, D2 agonist 0.0, D1 agonist 3, D1 potentiator 3, TRHR agonist -0.1, D2 PAM 4, D1 antag -5 and RXFP1 antag -6.
`COc1ccccc1CNC(=O)c1cn(C)c2ccc(S(=O)(=O)N3CCCCC3)cc2c1=O` gave D2 antag -5, TRHR PAM -2, D2 agonist 0.2, D1 agonist -3, D1 potentiator 0, TRHR agonist 0.5, D2 PAM 5 and D1 antag 2.
For O=C(c1cccc(F)c1)N1CCN(C(=O)c2nn3cccnc3c2Cl)CC1 the results were D2 antag 11, TRHR PAM -2, D2 agonist -0.8, D1 agonist 1, D1 potentiator 10, TRHR agonist -0.2, D2 PAM 0, D1 antag -10 and RXFP1 antag -1.
Screening COc1ccc2oc(=N)c(-c3nnc4n3CCCCC4)cc2c1 returned D2 antag -20, TRHR PAM 18, D2 agonist 0.1, D1 agonist 1, D1 potentiator -3, TRHR agonist 0.5, D2 PAM 0, D1 antag 0 and RXFP1 antag -3.
`COC(=O)C1=C(C)N(c2cc(C)cc(C)c2)/C(=C/c2ccco2)C1=O` gave D2 antag -3, TRHR PAM 2, D2 agonist 0.1, D1 agonist 7, D1 potentiator 10, TRHR agonist -1.3, D2 PAM 7, D1 antag 22 and RXFP1 antag 0.
Screening O=c1c2ccccc2nc(-c2cccs2)n1-c1ccc2ccccc2c1 returned D2 antag 24, TRHR PAM -5, D2 agonist -0.6, D1 agonist 6, D1 potentiator 0, TRHR agonist 0.4, D2 PAM 0, D1 antag 14 and RXFP1 antag -10.
For CCC1=NN(C(=O)C(=O)Nc2ccc(Br)cc2)C(O)(C(F)(F)F)C1 (stereo not drawn) the results were D2 antag 8, TRHR PAM 11, D2 agonist 0.0, D1 agonist 2, D1 potentiator -2, TRHR agonist 0.3, D1 antag 2 and RXFP1 antag -5.
For CC(Sc1nn(-c2ccc(Cl)cc2)c(=S)s1)C(=O)NCC1CCCO1 (stereo not drawn) the results were D2 antag 3, TRHR PAM 1, D2 agonist -1.0, D1 agonist 23, D1 potentiator 4, TRHR agonist -0.2, D2 PAM -6, D1 antag -1 and RXFP1 antag -1.
Screening CCOC(=O)CSc1nc2ccccc2n1CC(=O)NC(C)(C)C returned D2 antag -16, TRHR PAM 30*, D2 agonist 0.4, D1 agonist 1, D1 potentiator -4, TRHR agonist 0.5, D2 PAM -6, D1 antag -15 and RXFP1 antag -1.

Sorted by length of the SMILES (highest first): part of the list above
`COc1ccccc1CNC(=O)c1cn(C)c2ccc(S(=O)(=O)N3CCCCC3)cc2c1=O` gave D2 antag -5, TRHR PAM -2, D2 agonist 0.2, D1 agonist -3, D1 potentiator 0, TRHR agonist 0.5, D2 PAM 5 and D1 antag 2.
`COC(=O)C1=C(C)N(c2cc(C)cc(C)c2)/C(=C/c2ccco2)C1=O` gave D2 antag -3, TRHR PAM 2, D2 agonist 0.1, D1 agonist 7, D1 potentiator 10, TRHR agonist -1.3, D2 PAM 7, D1 antag 22 and RXFP1 antag 0.
For CC(Sc1nn(-c2ccc(Cl)cc2)c(=S)s1)C(=O)NCC1CCCO1 (stereo not drawn) the results were D2 antag 3, TRHR PAM 1, D2 agonist -1.0, D1 agonist 23, D1 potentiator 4, TRHR agonist -0.2, D2 PAM -6, D1 antag -1 and RXFP1 antag -1.
Screening COc1ccc2oc(=N)c(-c3nnc4n3CCCCC4)cc2c1 returned D2 antag -20, TRHR PAM 18, D2 agonist 0.1, D1 agonist 1, D1 potentiator -3, TRHR agonist 0.5, D2 PAM 0, D1 antag 0 and RXFP1 antag -3.
`CCOC(=O)N1CCN(c2ccccc2OC)CC1` gave D2 antag -11, TRHR PAM 15, D2 agonist 0.2, D1 agonist 1, D1 potentiator -1, TRHR agonist 0.1, D2 PAM 0, D1 antag 5 and RXFP1 antag 8.

Later entries:
For CCOc1ccc(/C=N/NC(=O)C(C)Sc2ccccn2)cc1OCC (stereo not drawn) the results were D2 antag 1, TRHR PAM 2, D2 agonist -1.7, D1 agonist 1, D1 potentiator 1, TRHR agonist 0.1, D2 PAM 5, D1 antag 3 and RXFP1 antag -1.
Screening COc1ccc(C(=O)NCCn2cc(SCC(=O)NCC3CCCO3)c3ccccc32)cc1OC (stereo not drawn) returned D2 antag -2, TRHR PAM 4, D2 agonist 0.7, D1 agonist 1, D1 potentiator 0, TRHR agonist 0.0, D2 PAM -4, D1 antag -12 and RXFP1 antag -8.
For COc1ccc(CCNC(=O)c2cc3c(s2)-c2c(C)cccc2OC3)c(OC)c1 the results were TRHR PAM -4, D2 agonist 0.4, D1 agonist 5, D1 potentiator -3, TRHR agonist 0.6, D2 PAM -22, D1 antag -8 and RXFP1 antag 0.
CCOC(=O)c1ccc(Nc2nc(=O)c3cccnc3s2)cc1 was read as D2 antag -9, TRHR PAM 9, D2 agonist 0.3, D1 agonist -1, D1 potentiator 3, TRHR agonist 0.1, D2 PAM 7, D1 antag 12 and RXFP1 antag 2.
Screening OC(Cn1cccn1)c1ccccc1 (stereo not drawn) returned TRHR PAM 1, D1 agonist 7, D1 potentiator -4, TRHR agonist 0.7, D1 antag 3 and RXFP1 antag -8.
`Cc1nc(-c2ccc(F)cc2)sc1CCNC(=O)c1ccco1` gave TRHR PAM 0, D1 agonist 17, D1 potentiator 1, TRHR agonist -1.2, D2 PAM 7, D1 antag -12 and RXFP1 antag -22.
COc1ccc(OC)c(NC(=S)Nc2ccccc2)c1 was read as D2 antag -1, TRHR PAM 15, D2 agonist 0.9, D1 agonist 6, D1 potentiator -3, TRHR agonist -0.2, D2 PAM 2, D1 antag 2 and RXFP1 antag 1.
For Cc1ccc(S(=O)(=O)N2CCOCC2)cc1C(=O)NC1CCCC1 the results were D2 antag -3, TRHR PAM -4, D2 agonist 0.1, D1 agonist 2, D1 potentiator 8, TRHR agonist 1.3, D2 PAM -5, D1 antag 4 and RXFP1 antag 3.
Screening CCOC(=O)CN1C(=O)/C(=C/c2ccc(Cl)cc2)Oc2ccccc21 returned D2 antag -4, TRHR PAM 6, D2 agonist -0.6, D1 agonist 0, D1 potentiator 1, TRHR agonist 0.0, D2 PAM -3, D1 antag -18 and RXFP1 antag 12.
For Cc1ccc(N2C(=O)c3ccccc3C2=O)cc1Cl the results were D2 antag -4, TRHR PAM 10, D2 agonist -0.7, D1 agonist 5, D1 potentiator -7, TRHR agonist -1.2, D2 PAM 16, D1 antag -15 and RXFP1 antag 2.
Cc1cc(C)cc(NC(=O)CN(C)S(=O)(=O)c2ccc3c(c2)CCC(=O)N3)c1 was read as TRHR PAM 7, D2 agonist -1.3, D1 agonist 0, D1 potentiator -2, TRHR agonist 0.1, D2 PAM 19, D1 antag -4 and RXFP1 antag -4.
Screening O=C(NC(Cc1ccccc1)c1nc2ccccc2[nH]1)c1cccc([N+](=O)[O-])c1 (stereo not drawn) returned D2 antag -18, TRHR PAM 1, D2 agonist -0.2, D1 agonist 15, D1 potentiator -7, TRHR agonist -0.3, D2 PAM -16, D1 antag 9 and RXFP1 antag -18.
`CCOC(=O)c1[nH]c(C)c(C(=O)OC)c1C` gave D2 antag -7, TRHR PAM -9, D2 agonist 0.0, D1 agonist 1, D1 potentiator -5, TRHR agonist -0.1, D2 PAM -16, D1 antag -1 and RXFP1 antag -10.
`COc1ccc(CNC(=O)C2(C)Cc3ccccc3C(=O)O2)cc1` (stereo not drawn) gave D2 antag -9, TRHR PAM 9, D2 agonist -0.1, D1 agonist 3, D1 potentiator 3, TRHR agonist -0.1, D2 PAM 8, D1 antag -6 and RXFP1 antag 7.
For Cc1ccc(-n2c(Cn3c(C)nc4ccccc43)n[nH]c2=S)cc1 the results were D2 antag 12, TRHR PAM 1, D2 agonist 0.6, D1 agonist 8, D1 potentiator -3, TRHR agonist 0.6, D2 PAM -12, D1 antag 0 and RXFP1 antag -2.
For CCCSc1ncc(Cl)c(C(=O)N2CCN(c3ccc(OC)cc3)CC2)n1 the results were TRHR PAM -3, D2 agonist -0.9, D1 agonist -1, D1 potentiator -3, TRHR agonist -0.9, D2 PAM -3, D1 antag 3 and RXFP1 antag -25.
Screening Cc1nn(-c2nc(-c3ccco3)cc(C(F)(F)F)n2)c(C)c1Br returned D2 antag 0, TRHR PAM 2, D2 agonist 0.4, D1 agonist 0, D1 potentiator 2, TRHR agonist 0.2, D2 PAM 1, D1 antag 5 and RXFP1 antag 1.

Bioassay records as filed in PubChem.
